TDP1 block – qHTS Assay for Inhibitors of Tyrosyl-DNA Phosphodiesterase (TDP1). Tyrosyl-DNA phosphodiesterase 1 (Homo sapiens), Q9NUW8. recombinant TDP1, AlphaScreen DNA substrate cleavage. Potency, µM (titrated, usually from 130 µM), for the others: top-dose activity change, negative = inhibition, hits mostly inhibitors. 0.28% of 350,000 active; also: nearly all actives have a fitted effect of over 40% in size
Target sequence (Q9NUW8 whole entry, looked up): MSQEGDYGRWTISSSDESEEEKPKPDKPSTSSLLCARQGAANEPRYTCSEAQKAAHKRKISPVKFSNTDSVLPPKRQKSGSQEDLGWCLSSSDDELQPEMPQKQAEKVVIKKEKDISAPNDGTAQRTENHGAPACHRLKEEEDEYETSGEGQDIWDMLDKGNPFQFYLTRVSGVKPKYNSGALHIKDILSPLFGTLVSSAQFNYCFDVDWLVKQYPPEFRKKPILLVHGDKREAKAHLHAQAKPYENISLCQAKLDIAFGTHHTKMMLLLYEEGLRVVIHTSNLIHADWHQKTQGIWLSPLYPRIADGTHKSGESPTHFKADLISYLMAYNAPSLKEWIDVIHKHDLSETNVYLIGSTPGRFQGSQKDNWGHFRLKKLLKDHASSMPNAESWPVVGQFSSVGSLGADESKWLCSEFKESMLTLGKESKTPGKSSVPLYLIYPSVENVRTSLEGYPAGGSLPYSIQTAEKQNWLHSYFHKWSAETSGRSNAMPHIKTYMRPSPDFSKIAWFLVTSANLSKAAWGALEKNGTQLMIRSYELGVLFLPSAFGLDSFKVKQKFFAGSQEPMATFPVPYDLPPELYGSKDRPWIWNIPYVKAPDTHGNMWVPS
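Enzyme-compound mixtures sat 15 min at room temperature, followed by a 5 min reaction with 15 nM final substrate and 10 min with AlphaScreen beads. Recombinant human Tdp1 was used at 1 nM final.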
DT40 TDP1 CPT – qHTS for Inhibitors of human tyrosyl-DNA phosphodiesterase 1 (TDP1): qHTS in cells in presence of CPT. chicken DT40 Tdp1-/-;hTDP1 cells + 20 nM CPT, ATP luminescence, 48 h. Potency, µM (titrated, usually from 46.2 µM), without a hit: at the top dose activity change, negative = growth inhibition, hits mostly inhibitors. 12% of 420,000 active. AID 686979, 2013; also: nearly all actives have a fitted effect of over 55% in size
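Cell growth measured by CellTiter-Glo luminescence after a minimum 48 h, 37 C compound exposure with 20 nM CPT in Tdp1-knockout DT40 cells stably expressing hTDP1, seeded 400/well; qHTS titration format.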
TDP1 cell noCPT – qHTS for Inhibitors of human tyrosyl-DNA phosphodiesterase 1 (TDP1): qHTS in cells in absence of CPT; DT40 Tdp1-/- hTDP1 cells, no CPT, ATP luminescence, 48 h; AID 686978, 2013; 15% of 420,000 active; Potency, µM (doses to about 46.2 µM), without a hit: top-dose activity change, negative = growth inhibition, usual class: inhibitors; also: nearly all actives have a fitted effect of over 55% in size
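Seeded 400 DT40-hTDP1 cells/well (vehicle DMSO, no 20 nM CPT); pinned compounds; ≥48 hr at 37 °C; CellTiter-Glo luminescence as viability measure.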
The depositor's hits bear a star; ? = inconclusive; / = no result given; [ ] = remark or other dose. Calls follow the shape of the dose curve; as a rule, active = well fitted curve in the direction sought with a large enough effect; inconclusive = small, poorly fitted or top-dose-only effect, or another doubt; inactive = no such curve, though single readings can be large; an effect the other way counts as inactive or inconclusive. % is scaled to controls: 0 for no effect and ±100 for the full control effect; potency is read from the fitted curve at half-maximal effect.

The opening 7 compounds (preview)
SMILES | TDP1 block | DT40 TDP1 CPT | TDP1 cell noCPT
CC(=O)c1ccc(F)c(-c2cc(C)cc3c2OC(CNC(=O)Cc2c[nH]c4ccccc24)C3)c1 (centres undefined) | / | 12%[9.04 µM] | ?
Cn1ncc2c(NCCc3ccccc3)nc(Cl)nc21 | / | 23µM* | 21µM*
CC(C)c1ccc(NC(=S)Nc2ccc3[nH]c(=O)[nH]c3c2)cc1 | 4% | -3% | 4%
O=C(NCCCn1ccnc1)c1ccc(-c2cccc(C(F)(F)F)c2)o1 | 3% | ? | ?
CCOC(=O)C1CCCN(S(=O)(=O)c2cc(-c3cc(C)no3)ccc2C)C1 (centres undefined) | 0% | ? | ?
COc1cc(C2NC(=O)NC(C)=C2C(=O)OCc2ccc(C)cc2)cc(OC)c1O (centres undefined) | 6% | -8% | ?
Nc1ccn([C@@H]2O[C@H](C(=O)N[C@H](COC=O)Cc3ccccc3)[C@@H](O)[C@H]2O)c(=O)n1 | / | -10% | 3%

All compounds of this part, repeating the preview:
SMILES | TDP1 block | DT40 TDP1 CPT | TDP1 cell noCPT
CC(=O)c1ccc(F)c(-c2cc(C)cc3c2OC(CNC(=O)Cc2c[nH]c4ccccc24)C3)c1 (centres undefined) | / | 12%[9.04 µM] | ?
Cn1ncc2c(NCCc3ccccc3)nc(Cl)nc21 | / | 23µM* | 21µM*
CC(C)c1ccc(NC(=S)Nc2ccc3[nH]c(=O)[nH]c3c2)cc1 | 4% | -3% | 4%
O=C(NCCCn1ccnc1)c1ccc(-c2cccc(C(F)(F)F)c2)o1 | 3% | ? | ?
CCOC(=O)C1CCCN(S(=O)(=O)c2cc(-c3cc(C)no3)ccc2C)C1 (centres undefined) | 0% | ? | ?
COc1cc(C2NC(=O)NC(C)=C2C(=O)OCc2ccc(C)cc2)cc(OC)c1O (centres undefined) | 6% | -8% | ?
Nc1ccn([C@@H]2O[C@H](C(=O)N[C@H](COC=O)Cc3ccccc3)[C@@H](O)[C@H]2O)c(=O)n1 | / | -10% | 3%
O=S(=O)(NCc1cccnc1)c1cccs1 | 3% | -2% | -1%
COc1ccc(NC(=O)c2c(C)oc3ccc(O)c(CN4CCCC4)c23)cc1Cl | 1% | ? | ?
COc1ccc(C(=O)CSc2nnc(Cc3ccccc3)o2)cc1 | 2% | -28% | -16%
CCCCn1c(CNC(=O)C23CC4CC(CC(C4)C2)C3)nnc1SCC(=O)Nc1ccc(F)cc1 | 3% | ? | ?
COc1ccc(N2CCN(CCCNC(=O)c3ccc4nc(N5CCCCC5)sc4c3)CC2)cc1 | 8% | 16µM* | ?
Fc1ccccc1N1CCN(c2c3c(nc4nncn24)CCC3)CC1 | 2% | ? | 21µM*
CCOC(=O)c1c(C)[nH]c(N=Nc2ccccc2C)c1C | 11% | -30% | ?
O=C(O)c1ccc(NC(CSCc2ccccc2F)C(=O)O)c([N+](=O)[O-])c1 (centres undefined) | 3% | -2% | -2%
CCCCOc1ccc(NC(=O)Cn2nnnc2-c2ccccc2F)cc1 | -2% | -18% | -21%
OCC#CCSc1nnc(-c2ccncc2)o1 | 5% | 1% | 11%
C=CC(=O)N1C/C(=C/c2ccc(Cl)cc2)C(=O)/C(=C\c2ccc(Cl)cc2)C1 | / | 0.23µM* | 0.41µM*
NC(N)=NCC1COC2(CCCCC2)O1 (centres undefined) | / | -4%[21.1 µM] | -2%[21.1 µM]
CCNC(=O)COC(=O)c1ccc(NS(=O)(=O)c2ccc3c(c2)OCCO3)cc1 | 5% | 1% | -16%
O=C(Oc1ccc(Cl)c2cccnc12)c1ccco1 | 6% | ? | ?
COC(=O)c1c(NC(=O)CSc2nnc(Cn3nnc4ccccc43)n2C)sc(C)c1C | -2% | -13% | ?
COc1ccc(-c2nc3nc(C)cc(Nc4ccc(C(C)=O)cc4)n3n2)cc1 | 0% | ? | 15µM*
COc1ccc2c3n(nc2c1)CCN=C3c1cc(Cl)c(N)c(Cl)c1 | 6% | ? | 16µM*
Cc1oc(-c2ccc(Cl)cc2)nc1CSCC(=O)NCCCN1CCOCC1 | 4% | ? | ?
COc1ccc(CN(C)C(=O)c2cc(-c3ccccc3)nc3ccc(C)cc23)c(OC)c1 | / | 5.8µM* | 5.8µM*
c1ccc(CSc2cc3ccccc3[nH]2)cc1 | / | ? | ?
COc1cccc(NC(=O)C(C)Oc2ccccc2)c1 (centres undefined) | 1% | -6% | -12%
O=S(=O)(Cc1ccc(Cl)cc1)N1CCN(Cc2ccc3c(c2)OCO3)CC1 | 0% | 8% | -23%
N#Cc1nc(COc2ccccc2)oc1N1CCCCCC1 | 8% | -21% | ?
O=C(NCCc1ccccc1)C1CCCN(S(=O)(=O)c2cccc3nonc23)C1 (centres undefined) | -3% | -13% | ?
Cc1ccccc1-c1noc(-c2ccc(NC3CCCC3)c([N+](=O)[O-])c2)n1 | 9% | -12% | -19%
CCOc1ccc(CCNC(=O)c2cnc3sc(N4CCCCC4)nn3c2=O)cc1 | 5% | ? | -25%
Cc1nc2sc3c(NCc4ccco4)ncnc3c2c2c1COC(C)(C)C2 | 2% | ? | 23µM*
CN(c1ccc(C(=O)NCCSCc2c(F)cccc2Cl)cc1)S(C)(=O)=O | 1% | ? | ?
CCOc1cccc(C2c3c(oc4ccc(F)cc4c3=O)C(=O)N2CCc2ccc(OC)cc2)c1 (centres undefined) | 1% | 5.2µM* | ?
Cc1nc2cc(NS(=O)(=O)c3cccc(F)c3)ccc2s1 | 2% | -8% | ?
c1ccc(-c2cnc(CSc3ncnc4sccc34)o2)cc1 | 2% | -33% | ?
Nc1n[nH]c(-c2cccc([N+](=O)[O-])c2)n1 | 5% | -1% | -27%
C=CCN1C(=O)NC2(CCCCC2)C1=O | -1% | 0% | -22%
COc1ccc(/C=N/NC(=O)CN(c2ccc(OC)cc2)S(=O)(=O)c2ccccc2)cc1 | 0% | ? | ?
Cc1ccccc1C(=O)Nc1cccc(C#N)c1 | -10%[56.1 µM] | -4% | -30%
O=C(NN1C(=O)C2C3c4ccccc4C(c4ccccc43)C2C1=O)C1CC1 (centres undefined) | 5% | -2% | -15%
Cc1[nH]n(-c2ccccc2)c(=O)c1/C=N/N1CCOCC1 | / | -14% | -1%
O=S(=O)(Nc1ccc(S(=O)(=O)Nc2nccs2)cc1)c1ccc2c(c1)OCCO2 | 6% | ? | -15%

A portion from further up:
SMILES | TDP1 block | DT40 TDP1 CPT | TDP1 cell noCPT
CN(c1ccc(C(=O)NCCSCc2c(F)cccc2Cl)cc1)S(C)(=O)=O | 1% | ? | ?
CCOc1cccc(C2c3c(oc4ccc(F)cc4c3=O)C(=O)N2CCc2ccc(OC)cc2)c1 (centres undefined) | 1% | 5.2µM* | ?

Continuation.
SMILES | TDP1 block | DT40 TDP1 CPT | TDP1 cell noCPT
O=C(c1ccc(Cl)c(Cl)c1)N1CCC(=O)N(C(COCc2ccccc2)Cc2ccccc2)CC1 (centres undefined) | 4% | 16µM* | 23µM*
Cc1nc(NC(=O)c2cncc(Br)c2)ccc1Br | / | -12% | -17%
COc1cc(C=NOC(=O)Nc2ccccc2)cc(OC)c1OC | / | 22% | -5%
Cc1nn(CC(=O)N2CC(=O)Nc3ccccc32)c(C)c1[N+](=O)[O-] | 0% | 25% | 5%
O=C(Nc1cccc([N+](=O)[O-])c1)c1cc(S(=O)(=O)Nc2ccccn2)ccc1Cl | 5% | -6% | ?
Cc1ccc(-c2cc(N)n(-c3ccccc3)n2)cc1 | 0% | -21% | -22%
COC(=O)c1cccc(C(=O)N2CCC(CCC(=O)NCc3ccc(F)cc3)CC2)c1 | 4% | ? | -6%
COc1ccc(C2CCCN2C(=O)Nc2ccc(Cl)cc2)cc1OC (centres undefined) | 5% | ? | ?
COc1ccccc1CC1(C)C(=O)Nc2c(Cl)cccc21 (centres undefined) | / | ? | ?
CC1(C(=O)NS(=O)(=O)c2ccccc2)CCN1C(=O)Cc1ccc(-c2ccccc2)cc1 (centres undefined) | / | -7% | -1%
O=c1c2ccccc2[nH]c(=S)n1Cc1ccc2c(c1)OCO2 | 8% | 0% | -16%
CCOC(=O)C1=CN(Cc2ccco2)S(=O)(=O)N(CC)C1c1cccc(OC)c1 (centres undefined) | 2%[56.1 µM] | -22% | -24%
CC1CCCN(C2(O)C(=O)Nc3ccc(Br)cc32)C1 (centres undefined) | / | -22% | -25%
Cc1cc(C)c(C)c(S(=O)(=O)N2CCC(C(=O)NC3=NCCS3)CC2)c1C | 1%[56.1 µM] | -2% | -26%
CCOc1ncccc1C(=O)OCCN1C(=O)c2ccccc2C1=O | 2% | -17% | -13%
O=C(CN1C(=O)c2ccccc2S1(=O)=O)NC1CCCCCC1 | 0% | 8% | 0%
CC(NC1CCCC1)c1ccccc1 (centres undefined) | -4% | 21% | -10%
CSc1ncnc2c1ncn2CCCNCCc1ccccn1 | / | 6% | 7%
O=S(=O)(NCC(c1ccco1)N1CCN(c2ccccc2F)CC1)c1ccc(F)cc1 (centres undefined) | 3% | ? | ?
Cc1ccc(SCc2c(C(=O)N/N=C/c3ccco3)nnn2-c2nonc2N)cc1 | / | -25% | -20%
CCN1CCN(CC(=O)Nc2ccc(Cl)c(Cl)c2)C(=O)C1=O | -1% | 1% | -17%
COc1ccccc1CNC(=O)COC(=O)c1cccc(-n2cnnn2)c1 | -1% | -9% | 23%
COCCCNC(=S)N(CCN(C)C)Cc1cc2cc3c(cc2[nH]c1=O)OCCO3 | / | -2% | ?
Cc1cccc(-c2noc(CCCC(=O)Nc3ccc(C(N)=O)cc3)n2)c1 | -1% | -7% | -14%
Cc1cccc(C)c1NC(=O)N1C2CCCC1CC(NC(=O)C(C)(C)C)C2 (centres undefined) | 1% | -23% | -12%
O=C(CSc1nncs1)NC1CCCc2ccccc21 (centres undefined) | -3% | -4% | 13%
CCC(C(=O)NC1CCCCCC1)n1nc(C)n2c(cc3occc32)c1=O (centres undefined) | 0% | ? | -20%
CCc1nn2c(=O)cc(COC(=O)c3ccc(NC(=O)COc4ccc(C)cc4)cc3)nc2s1 | -1% | ? | 16µM*
Cc1cccc(C2CC(c3ccc(F)cc3)Nc3nc(N)nn32)c1 (centres undefined) | 4% | ? | -22%
O=C(O)CCCC(=O)NCc1ccccn1 | 0% | 2% | -1%
CC1(C)N([O-])C(c2ccccc2)=C[N+](=O)C1(C)C | 6% | -2% | -7%
CC(C)CC(=O)Nc1ccc(N2CCOCC2)cc1 | -2% | -22% | -10%
CCn1cc(C(=O)NCC(OC)OC)c(=O)c2cc(S(=O)(=O)N3CCOCC3)ccc21 | 3% | -1% | -16%
C/C=C(\C)C(=O)Nc1cccc(C2=NOC3(C2)C[C@@H](C(N)=O)N(C(=O)/C(C)=C/C)C3)c1 (some centres undefined) | 0% | -2% | -5%
Cc1ccnc(N2CCC(C(=O)NCc3ccc4c(c3)OCO4)CC2)n1 | 7% | -6% | 2%
CC(C)(CC(=O)O)CC(=O)Nc1ccc(Oc2ccc(C(C)(C)C)cc2)nc1 | 3% | -11% | -3%
O=C(CCl)N1c2ccccc2Sc2c1ccc1ccccc21 | / | 3.7µM* | 5.8µM*
C[C@H](NC(=O)c1ccccc1Cl)C(=O)NCCc1ccc(S(N)(=O)=O)cc1 | 2% | 0% | -8%
COCCn1c(=NC(=O)c2ccc(S(=O)(=O)N3CCc4ccccc4C3)cc2)sc2cc(OC)ccc21 | -3% | -23% | ?
Cc1cccc(N2CCN(C3=NC(=O)C(Cc4ccccc4)S3)CC2)c1 (centres undefined) | 0% | ? | 15µM*
Cn1nnc2c(NCCc3ccccc3)ncnc21 | 3% | -20% | -18%
Cc1nc(NC(=O)/C=C/c2ccco2)sc1C | -3% | 5.2µM* | 5.8µM*
Cc1ccc(C2=C(c3ccc([N+](=O)[O-])cc3)C(=O)OC2)cc1C | 6% | ? | 18µM*
C/C(Cc1ccccc1)=N\NC(=O)CNC(=O)c1cccc(Cl)c1 | -3% | ? | 8%
Cc1ccc(-n2nnnc2SCn2nnc3ccccc3c2=O)c(C)c1 | 2% | 9.2µM* | 8.2µM*
CCOC(=O)Cn1c(=O)oc2cc(S(=O)(=O)N3CCN(c4ccc(C(C)=O)cc4)CC3)ccc21 | 1% | -19% | ?
COc1ccccc1N1CCN(CC(=O)N2N=CCC2c2ccccc2)CC1 (centres undefined) | 5% | ? | -28%
Cc1cc(-c2ccc(NS(=O)(=O)c3ccccc3)c(C)c2)ccc1NS(=O)(=O)c1ccccc1 | / | 13µM* | 12µM*

High-throughput results from PubChem.
